MITF TRPM1 inh = MITF TRPM1 promoter inhibition in SK-MEL-5 cells; SK-MEL-5 TRPM1 promoter luciferase, 24 h; inhibition, % at 12.5 µM; actives 0.83% (n = 330,000); AID 488899;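 active = mean inhibition across replicates of 60% or more, whatever share of single replicates reaches that level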; also: values of inactives mirror those of a sister screen read the other way
Peg3 promoter = reduces Peg3 promoter-driven luciferase expression in HeLa | actives 1.7% (n = 360,000) | HeLa PEG-Prom luciferase reporter, luminescence, overnight | inhibition, % at 20 µM | AID 588405;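 active = inhibition of at least 50% at 20 µM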
TWEAK Fn14 block = blocks TWEAK-Fn14 interaction in a reporter cell assay. TWEAK-stimulated Fn14 reporter cells, luciferase luminescence, 8 h. inhibition, % at 10 µM. actives 2% (n = 360,000). AID 1159606; in the data active = inhibition above about 50%
KKLEB cytotox = counter-screen for CF NF-kB inhibitors: cytotoxicity; KKLEB CF airway cells viability, ATPlite luminescence, overnight; hits give low values; cells stimulated with P. aeruginosa culture filtrate; activity change (cytotoxicity), % at 5 µM; actives 0.36% (n = 360,000);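 active = corrected activity change at or below -50% at 5 µM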
CF NFkB inh = blocks PAF-induced NF-kB reporter in cystic fibrosis cells. KKLEB NF-kB-GFP reporter, GFP fluorescence overnight. AID 588850. inhibition, % at 5 µM. actives 0.86% (n = 360,000);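 active = at least 50% inhibition at 5 µM, scaled per plate between neutral and stimulator controls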;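 also: PAF is a Pseudomonas aeruginosa culture filtrate used as stimulus; plate controls were PAF-stimulated DMSO wells for no effect and unstimulated DMSO wells for full effect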
HIF-2a inh = inhibitors of HIF-2a; 786-0 RCC cells HIF-2a reporter, luciferase luminescence, overnight; inhibition, % at 18.8 µM; actives 0.72% (n = 360,000);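 active = inhibition of the luminescence signal of 40% or more relative to plate controls, in a single-dose primary screen at 18.75 µM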
TRAIL sens C8 = sensitizes caspase-8 expressing cells to TRAIL; inhibition (viability loss, TRAIL sensitization), % at 10 µM; AID 624354; NB7+C8 cells + TRAIL, ATPlite viability luminescence; actives 1% (n = 360,000);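 active = compounds causing at least 50% loss of cell viability in the single-dose screen, relative to plate controls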
NR2E3 ag-1 = NR2E3 (human) agonism. Q9Y5X4. GST-NR2E3/biotin-RetCOR TR-FRET, 1536-well. inhibition of corepressor binding, % at 4.78 µM. actives 0.12% (n = 320,000). AID 2300;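 active = percent inhibition above the cutoff of mean plus 3 SD of all tested compounds, set per screening campaign, cut at about 20% in these data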;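 also: 0% = DMSO wells and 100% = biotin wells as full block of FRET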
Target sequence (Q9Y5X4 whole entry, looked up): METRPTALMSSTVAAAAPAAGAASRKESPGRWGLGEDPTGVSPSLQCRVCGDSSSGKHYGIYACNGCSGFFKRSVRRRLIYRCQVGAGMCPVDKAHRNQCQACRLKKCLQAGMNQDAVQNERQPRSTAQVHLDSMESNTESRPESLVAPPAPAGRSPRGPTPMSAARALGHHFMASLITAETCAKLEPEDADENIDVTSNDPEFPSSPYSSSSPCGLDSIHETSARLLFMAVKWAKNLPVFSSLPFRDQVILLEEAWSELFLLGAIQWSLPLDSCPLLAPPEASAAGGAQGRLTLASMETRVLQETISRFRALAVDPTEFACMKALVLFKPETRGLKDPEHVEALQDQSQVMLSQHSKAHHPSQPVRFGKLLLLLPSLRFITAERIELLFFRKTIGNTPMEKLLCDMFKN
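Test system: GST-NR2E3 and biotin-RetCOR proteins | Quantity: 1.35 nM GST-tagged NR2E3 final | Medium: Tris pH 7.5 | Also added: 7 nM biotin-RetCOR | Dosing: Compound at 4.8 µM, single dose | Timing: 5 h at 4 °C | Detection: Time-resolved FRET | Read-out basis: Percent inhibition | Benchmarks: Biotin wells as high control, 0.6% DMSO wells as low control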
Shn3 inh set2 = Schnurri-3 reporter inhibition in Clone20 osteoblasts; Clone20 osteoblast Shn3 3'UTR firefly luciferase, 24 h; inhibition, % at 12.5 µM; actives 0.52% (n = 360,000);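 active = mean inhibition of at least 75% with every replicate also reaching 75%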;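 also: 0% = median of neutral control wells and 100% = pilot-screen positive control compound; some compounds past the cut are filed as inactive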
NR2E3 ag-2 = human photoreceptor-specific nuclear receptor agonism; CHO-S Gal4-NCOR/VP16-NR2E3 two-hybrid, luciferase; inhibition of corepressor binding, % at 3.98 µM; actives 0.35% (n = 360,000); AID 602229;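 active = inhibition above the mean of all tested compounds plus 3 SD, cut at about 70% in these data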;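 also: 0% = DMSO with NR2E3 transfected cells and 100% = cells lacking NR2E3 construct; higher means lower luciferase signal from less NR2E3 corepressor binding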
TROY NFkB inh = blocks TROY-dependent signaling in reporter cells; actives 0.98% (n = 360,000); Q293 LMP1-TROYcd NF-kB luciferase reporter, 4 h; inhibition, % at 10 µM;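 active = compounds whose plate-normalised and pattern-corrected inhibition of the luciferase reporter signal at the single screening dose is 50% or more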
An asterisk follows results filed as active; nt = not tested or not shown. This is a subset. The share of hits here may be higher or lower than overall.

Compound	MITF TRPM1 inh	Peg3 promoter	TWEAK Fn14 block	KKLEB cytotox	CF NFkB inh	HIF-2a inh	TRAIL sens C8	NR2E3 ag-1	Shn3 inh set2	NR2E3 ag-2	TROY NFkB inh
Cc1ccc2c(c1)nnn2C1CCN(S(=O)(=O)c2ccc(C(=O)N(C)C)cc2)CC1	6	17	9	9	-4	19	21	-1	40	-26	9
COc1ccc(OC)c(NC(=O)Nc2ccc3c(c2)OCO3)c1	11	-60	-24	-1	28	-63	2	-4	4	-22	-28
COCc1cc(=O)n2c(-c3ccc(C)cc3)n[nH]c2n1	1	-35	15	9	4	-23	38	-1	-23	-26	-18
CCn1c(N2CCC(Cc3ccccc3)CC2)nc2c1c(=O)[nH]c(=O)n2C	3	21	23	-7	11	22	0	1	20	26	19
O=C(Nc1sc2c(c1C(=O)c1ccc(Cl)cc1)CCCC2)c1cccnc1	-6	28	-20	-4	9	7	-10	0	2	-7	-16
CC(C)(C)OC(=O)NCCCCCc1cn(CC(=O)NCCCCCCCCCCC(=O)N2CCN(C(=O)OC(C)(C)C)CC2)nn1	17	-75	25	-9	11	-80	25	6	81	-34	-10
O=C(c1ccc(Cl)s1)N1CCN(c2ncccn2)CC1	-7	-13	9	-4	16	4	7	-1	-3	3	6
CCOC(=O)C1=CC[C@H]2c3c(c4ccccc4n3C)C(=O)C1N2Cc1ccccc1	3	12	-4	-4	10	14	-6	nt	-2	-10	-9
CCN1C(=O)CC(C(C)C)N(C2CCCC2)c2nc(Nc3ccc(C(=O)NC4CCN(C)CC4)cc3OC)ncc21 (stereo unspecified)	84*	66*	-14	-18	-69	19	22	nt	-55	25	-29
C=CCN=C(C)C1=C(O)CCC1=O	2	5	13	-7	-4	-4	-19	3	21	-27	-8
COc1ccc(OCCOC(=O)c2ccc(F)c(S(=O)(=O)N3CCOCC3)c2)cc1	-5	1	7	13	0	-7	-1	0	6	3	8
CCOC(=O)c1c(C)[nH]c(O)c1C=Nc1ccc(Cl)cc1	8	8	1	12	6	-36	-39	-1	-9	0	-11
CCOP(=O)(c1ccccc1)c1nc(-c2ccccc2C)oc1NCc1ccccc1 (stereo unspecified)	-7	26	-1	-2	2	22	6	-3	-8	-10	-6
Cc1nc2ccc(Cl)cc2nc(C)/c1=N\O	-14	-127	-14	-25	-14	-124	-10	-1	-41	-167	12
O=C(CCc1c[nH]c2ccccc12)NCCOc1ccccc1	-3	-29	22	-10	2	-24	7	-3	0	8	-1
CC(=O)CCC(=O)c1ccc2ccccc2c1	-40	-161	-8	8	4	-183	14	2	-7	-64	-72
CC1CCN(C(=O)c2cc(-c3ccco3)on2)CC1	-53	-188	-2	11	-10	-231	-16	0	-40	-85	-9
Cc1ccc(OCC(=O)NCCCNC(=O)c2ccccn2)cc1	-8	17	16	3	-5	18	-23	3	-10	-17	10
O=C(c1ccc(C(F)(F)F)cc1)N1CCCCC1	13	4	11	-2	0	8	3	0	2	-4	-4
COc1ccc(N2C(=O)CCC(C(=O)N(C)CCc3ccccn3)C2c2ccc(OC)c(OC)c2)cc1 (stereo unspecified)	31	-8	4	12	-15	18	6	1	-4	-23	-5
N#Cc1ccc(C2N=C(c3ccccc3)NO2)cc1 (stereo unspecified)	nt	-356	-23	4	-14	-217	31	-3	-87	-118	-27
CCCCn1c(SCc2nc(N)nc(N3CCCCC3)n2)nc2c1c(=O)n(C)c(=O)n2C	7	13	-9	3	1	14	-2	4	0	-7	-4
COC(=O)[C@]12CCCCC=C1N(Cc1cccc3ccccc13)C(=O)[C@H](CC(=O)NCCCN1CCCC1=O)C2	nt	nt	4	nt	nt	8	-10	nt	nt	-11	6
CN(CCOc1ccc(Cl)cc1)C(=O)CN1C(=O)NC2(CCCC2)C1=O	13	0	-2	17	-17	-3	15	1	0	18	-12
CCOc1ccccc1OCCCNCc1ccco1	7	-5	20	-17	10	9	0	7	0	-14	0
CC1CCN(C(=O)c2ccc(NS(=O)(=O)c3cccc4cccnc34)cc2)CC1	6	14	12	-7	-12	12	-10	-2	4	14	-22
CC(=O)c1ccc(N2CCN(C(=O)c3cc(S(=O)(=O)N4CCOCC4)ccc3C)CC2)cc1	-1	-5	10	0	-35	8	16	nt	-5	7	20
O=C(c1cc(-c2ccncc2)nc2ccccc12)N1CCN(c2ccccn2)CC1	13	16	17	-25	14	-22	32	5	18	-12	-1
COCCNC(=O)COC(=O)CSCc1nc2ccccc2s1	12	-10	7	0	4	-38	-9	0	-26	-25	2
CCN(CC)CCCOc1nc(C)nc2c1oc1ccccc12	-13	3	-28	-5	-24	1	14	nt	-13	11	-31
CCCCN1C(=O)NC(NC(C)=O)(C(F)(F)F)C1=O (stereo unspecified)	4	-5	-2	4	-1	6	7	1	-1	-9	-13
Nc1ccc2nc(CCCCc3nc4ccccc4[nH]3)[nH]c2c1	nt	11	-9	-2	-4	1	-26	nt	-8	-43	6
O=C1CCC2S/C(=C/Nc3ccc(C(F)(F)F)cc3)C(=O)N12 (stereo unspecified)	86*	67*	86*	5	-4	97*	-3	-3	57	30	-37
CN(C(=O)c1ccc(Br)o1)C1CCCCC1	-30	-52	-12	5	21	-70	9	1	-2	-38	-36
COc1ccc(C(=O)N/C(=C/c2cccnc2)C(=O)NCc2ccco2)cc1OC	-10	-2	22	-10	9	16	2	0	-9	-22	-20
CCOc1cc(S(=O)(=O)NCc2ccncc2)ccc1Cl	5	14	32	0	20	7	29	4	83	88*	33
c1ccc(OCc2noc(CN3CCC(C4CCCCC4)C3)n2)cc1 (stereo unspecified)	-10	9	-1	-4	7	8	6	5	24	-7	14
O=C(COc1ccc2ccccc2c1)NNC(=O)c1ccccc1	-2	-8	-4	8	-19	9	2	3	3	-7	-6
CCOC(=O)N1CCC(n2c(SCC(=O)NCc3ccco3)nc3ccsc3c2=O)CC1	10	27	4	13	-6	4	-2	1	6	-1	-1
Cc1ccc(-c2nc(-c3ccncc3)no2)cc1C	-83	-210	49	7	-36	-170	27	2	-46	-168	18
CCC(C)[C@H](NC(=O)N1CC(=O)Nc2ccccc21)C(=O)N[C@@H](Cc1c[nH]c2ccccc12)C(=O)O (stereo partly specified)	7	5	-5	0	-38	12	-12	4	9	5	4
Cc1occc(=O)c1OC(=O)Nc1ccc(Cl)c(Cl)c1	-1	-5	59*	-65*	77*	-94	5	3	4	27	36
COc1cccc(-c2ccc(C#N)c(SCC(=O)NCCc3ccccc3)n2)c1	8	6	-10	5	16	15	-6	0	-11	1	-4
COC1C=COC2(C)Oc3c(C)c(O)c4c(O)c(c(CN5CCN(C)CC5)c(O)c4c3C2=O)NC(=O)C(C)=CC=CC(C)C(O)C(C)C(O)C(C)C(OC(C)=O)C1C (stereo unspecified)	2	2	7	3	11	12	-8	nt	-9	4	14
c1ccc(C[C@H]2CNCCN2CC2(c3ccccc3)CC2)cc1	3	-5	8	4	8	13	-1	-1	5	-24	3
CC[C@]12c3[nH]c4cc(CCC(=O)N(C)C)ccc4c3CCN1C(=O)[C@@H](CC(=O)NCC13CC4CC(CC(C4)C1)C3)C[C@@H]2C(=O)N1CCN(C(=O)C2CC2)CC1	-4	1	-8	-2	5	-10	0	nt	53	-5	2
CC(C)CNS(=O)(=O)c1ccc(CCC(=O)N2CCN(c3ccc(F)cc3)CC2)cc1	14	3	-3	5	-6	16	-5	-3	-59	5	-2
COc1ccc(C2C3=C(CC(C)(C)CC3=O)Nc3c2c(=O)[nH]c(=O)n3Cc2ccccc2)cc1 (stereo unspecified)	-16	10	19	0	-9	37	-13	1	-7	-47	-14

Reprinted from the part before: two entries, then new ones.
Compound	MITF TRPM1 inh	Peg3 promoter	TWEAK Fn14 block	KKLEB cytotox	CF NFkB inh	HIF-2a inh	TRAIL sens C8	NR2E3 ag-1	Shn3 inh set2	NR2E3 ag-2	TROY NFkB inh
CC(C)CNS(=O)(=O)c1ccc(CCC(=O)N2CCN(c3ccc(F)cc3)CC2)cc1	14	3	-3	5	-6	16	-5	-3	-59	5	-2
COc1ccc(C2C3=C(CC(C)(C)CC3=O)Nc3c2c(=O)[nH]c(=O)n3Cc2ccccc2)cc1 (stereo unspecified)	-16	10	19	0	-9	37	-13	1	-7	-47	-14
O=C(NCc1ccccc1)C1CCN(S(=O)(=O)N2CCOCC2)CC1	-7	-16	18	1	2	-12	-16	2	0	-17	1
N#C/C(=C\c1ccc2c(c1)OCO2)C(=O)NCc1ccco1	-3	-16	-13	-2	10	-16	-10	4	-3	-36	-51
Cc1occc1C(=O)NNC(=S)Nc1ccccc1C(F)(F)F	-16	-120	-18	2	7	-108	-6	1	-48	-77	-91
COC(=O)C(/C=N/OCc1ccc([N+](=O)[O-])cc1)NC(=O)c1ccccc1 (stereo unspecified)	-8	10	-14	-1	-12	12	-4	5	-2	2	2
CNS(=O)(=O)c1cc(OC)ccc1OC	-7	12	-5	3	-7	14	-9	2	-1	1	-1
CN(CC(=O)Nc1sccc1C#N)S(=O)(=O)c1ccc(F)cc1	-2	19	0	-11	12	7	0	nt	10	24	12
